# Screens from PubChem.
# Pin1 inh: blocks the human prolyl isomerase Pin1 | Q13526 | Pin1 FP peptide displacement, HiFluor488, 10 min | Potency, µM (highest dose often 115 µM), inactives show top-dose activity, negative = inhibition, most hits filed as inhibitors | 390,000 compounds, 0.009% hits | AID 504891; active = well fitted inhibition curve with a large enough effect in the polarisation, with a control signal flat, not every such curve was filed as active; inconclusive = small, poorly fitted or top-dose-only effect, or effect the other way, or a change in a side signal; inactive = no such curve, though single readings can be large or run the other way; the % refers to the polarisation; also: potency is read from the fitted curve at half-maximal effect; % is scaled to controls: 0 for no effect and ±100 for the full control effect
# Target sequence (Q13526 whole entry, looked up): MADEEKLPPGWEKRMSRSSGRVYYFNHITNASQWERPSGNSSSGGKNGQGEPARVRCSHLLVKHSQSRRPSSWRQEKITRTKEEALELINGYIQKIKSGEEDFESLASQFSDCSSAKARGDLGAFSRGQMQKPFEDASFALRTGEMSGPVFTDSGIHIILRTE
# USP1 inh: USP1/UAF1 (human) deubiquitinase inhibition; O94782; recombinant USP1/UAF1, Ub-Rhodamine cleavage fluorescence; Potency, µM (series often up to 57.1 µM), without a hit: at the highest dose activity change, negative = inhibition, actives largely listed as inhibitors; 390,000 compounds, 0.23% hits; also: potency is read from the fitted curve at half-maximal effect; % is scaled to controls: 0 for no effect and ±100 for the full control effect; nearly all actives have a fitted effect of over 60% in size; inactives centre near -12
#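 High-throughput fluorogenic screen: 1nM USP1/UAF1 complex, Ub-Rho substrate 150nM final, 50mM HEPES pH 7.8 with 0.5mM EDTA, 0.1 mg/ml BSA, 1mM TCEP and 0.01% Tween-20.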
# D2 ag: agonists of human D2 dopamine receptor; P14416; HEK293 T-REx D2 cells, calcium flux agonist mode; activation, % at 2 µM; 340,000 compounds, 0.53% hits; AID 485358;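 active = activation over 3 SD above normal in the single-dose calcium agonist read, cut at about 30% in these data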; also: 0% is about no effect
# Target sequence (P14416 whole entry, looked up): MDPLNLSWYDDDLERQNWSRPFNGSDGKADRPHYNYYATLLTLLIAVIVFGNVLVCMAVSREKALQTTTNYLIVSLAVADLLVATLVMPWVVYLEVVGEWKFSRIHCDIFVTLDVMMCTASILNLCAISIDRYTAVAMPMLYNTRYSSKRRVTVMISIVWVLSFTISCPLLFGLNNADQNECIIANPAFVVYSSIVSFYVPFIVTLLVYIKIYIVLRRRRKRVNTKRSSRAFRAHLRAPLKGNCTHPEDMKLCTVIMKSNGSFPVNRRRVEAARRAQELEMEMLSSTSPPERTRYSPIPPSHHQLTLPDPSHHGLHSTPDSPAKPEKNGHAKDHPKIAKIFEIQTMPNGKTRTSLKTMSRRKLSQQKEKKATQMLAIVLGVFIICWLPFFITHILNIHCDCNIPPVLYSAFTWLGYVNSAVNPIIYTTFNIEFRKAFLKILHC
#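 Agonism scored from kinetic calcium signal (1 read/sec, 180 s) following compound pin transfer, after a 10 s baseline. Cells: HEK293 Trex line expressing inducible D2 receptor coupled to calcium, dye-loaded after overnight culture at 30 C.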
# TRHR ag: agonists of human TRH receptor. TRHR cells, calcium flux fluo-8, FDSS agonist mode. activation, % at 2 µM. 360,000 compounds, 0.18% hits. AID 493084; in the data active = activation above about 30%; also: 0% is about no effect
# Target sequence (P34981 whole entry, looked up): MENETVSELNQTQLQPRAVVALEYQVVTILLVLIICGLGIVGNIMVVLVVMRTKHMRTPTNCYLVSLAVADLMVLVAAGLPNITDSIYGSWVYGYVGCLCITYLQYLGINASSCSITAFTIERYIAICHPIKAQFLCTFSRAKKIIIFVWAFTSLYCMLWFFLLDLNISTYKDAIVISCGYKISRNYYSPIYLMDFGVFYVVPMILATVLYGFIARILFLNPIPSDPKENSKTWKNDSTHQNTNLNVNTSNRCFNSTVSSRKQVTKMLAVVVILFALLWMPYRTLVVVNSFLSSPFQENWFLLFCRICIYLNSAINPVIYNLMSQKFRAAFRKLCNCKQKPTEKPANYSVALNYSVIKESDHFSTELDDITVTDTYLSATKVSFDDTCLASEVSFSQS
#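 Steps: seed TRHR cells overnight; add fluo-8 no-wash Ca dye, RT 30 min–1.5 h; record 10 s baseline; pin-transfer compounds; monitor fluorescence 1 cycle/s for the agonist window. Calcium increases flag candidate agonists.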
# mIDH1 inhibitor: blocks human mutant IDH1 R132H enzyme; O75874; IDH1-R132H enzyme, NADPH consumption, diaphorase/resazurin fluorescence; Potency, µM (highest dose often 76.6 µM), inactives show at the top dose activity change, negative = inhibition, most hits filed as inhibitors; 390,000 compounds, 0.093% hits; AID 602179; also: potency is read from the fitted curve at half-maximal effect; % is scaled to controls: 0 for no effect and ±100 for the full control effect; nearly all actives have a fitted effect of over 65% in size
#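 IDH1-R132H (0.5 ug/mL) preincubated 30 min with compound, then NADPH (0.016 mM) and alpha-KG (2 mM) added; 80 min at RT, pH 7.5. Remaining NADPH coupled via diaphorase/resazurin to fluorescence (540/590 nm); concentration-response curves normalized to no-enzyme control.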
# TrxR1 inh: blocks rat thioredoxin reductase 1 | AID 588453 | 390,000 compounds, 1% hits | Potency, µM (doses to about 114 µM), without a hit: top-dose activity change, negative = inhibition, hits mostly inhibitors | O89049 | recombinant rTrxR1, NADPH fluorescence consumption, selenite substrate; also: potency is read from the fitted curve at half-maximal effect; % is scaled to controls: 0 for no effect and ±100 for the full control effect; nearly all actives have a fitted effect of over 65% in size
#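 Rat TrxR1 (90 nM in the dispensed reagent) was pre-reduced with 400 uM NADPH for 5 min at room temperature, then incubated with compound for 15 min. After 400 uM selenite was added, NADPH fluorescence (Ex 340/Em 450 nm) was followed for 8 min.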
# TRHR PAM: TRH receptor (human) allosteric enhancement; 360,000 compounds, 0.66% hits; TRHR cells, fluo-8 calcium fluorescence, EC20 TRH enhancement; P34981; enhancement, % at 2 µM; in the data active = enhancement above about 30%; also: 0% is about no effect
#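 TRHR-expressing cells loaded with fluo-8 calcium dye were read kinetically (ex 480/em 530) during compound addition, then stimulated with an EC20 of TRH (10 nM final). Enhancement of the Gq-mediated intracellular calcium response was scored.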
# D2 antagonist: antagonizes the human D2 dopamine receptor | P14416 | inhibition, % at 10 µM | 340,000 compounds, 2% hits | AID 485344 | HEK293 TREx D2 cells, calcium flux, dopamine EC80; in the data active = inhibition above about 30%; also: 0% is about no effect
#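 Antagonism is scored as inhibition of an EC80 dopamine-evoked calcium signal in a force-coupled, tetracycline-inducible HEK293 T-REx D2 line, with compound present 180 s before agonist.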
# TrxR1 substrate: is turned over as a substrate by rat TrxR1; purified TrxR1 substrate turnover, NADPH consumption readout; O89049; Potency, µM (doses to about 114 µM), for inactives: top-dose activity change, negative = substrate turnover; 390,000 compounds, 0.01% hits; also: potency is read from the fitted curve at half-maximal effect; % is scaled to controls: 0 for no effect and ±100 for the full control effect; nearly all actives have a fitted effect of over 50% in size
#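 Rat TrxR1, dispensed at 90 nM, was prereduced with 400 uM NADPH (final) for 5 min at ~22 deg C, then incubated with compound 15 min before 400 uM selenite. A first-read NADPH fluorescence drop versus no-compound background flagged substrates.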
# * hit, by the source's call; ? = inconclusive; . = no result given; [ ] = dose if it differs, or a comment. Unless noted, calls follow the shape of the dose curve; as a rule, active = well fitted inhibition curve with a large enough effect; inconclusive = small, poorly fitted or top-dose-only effect; inactive = no such curve, though single readings can be large or run the other way. This is a subset; the hit share may differ from the screen's.
Compound	Pin1 inh	USP1 inh	D2 ag	TRHR ag	mIDH1 inhibitor	TrxR1 inh	TRHR PAM	D2 antagonist	TrxR1 substrate
CCOC(=O)Cn1c(=O)c2c(nc3n2CCN3Cc2ccccc2)n(C)c1=O	9%	-5%	0.0	-0.2	0%	2%[57.1 µM]	13	-1	-4%
CCOc1nc(Nc2ccc(F)cc2)nc(N2CCN(c3ccc(OC)cc3)CC2)n1	-3%	-22%	-0.4	0.5	2%	24%[57.1 µM]	6	-7	9%[57.1 µM]
CSc1ncc(C(=O)Nc2cc(Cl)ccc2C)c(-c2ccccc2)n1	0%	-14%	-1.0	-0.9	11%	17%	27	.	2%
CCCCc1c(C)nc(N2CCCC2)[nH]c1=O	-2%	-16%	0.2	-0.2	-3%	7%	-1	-12	-2%
O=C1C(Cc2ccccc2)NC(=S)N1c1ccccc1 (stereo unspecified)	1%	-10%	.	-0.3	1%	12%	5	.	4%
C[C@H]1CN([C@@H](C)CO)C(=O)Cc2cc(NC(=O)C3CC3)ccc2O[C@H]1CN(C)Cc1ccc(C(=O)O)cc1	-9%	-21%	.	.	0%	7%[57.1 µM]	.	.	4%[57.1 µM]
CCOC(=O)Nc1nc2ccccc2s1	4%	1%	0.0	-0.2	8%	-2%	4	18	-9%
COc1ccc([N+](=O)[O-])cc1N(CC(=O)NC1CCCC1)S(C)(=O)=O	2%	5%	-0.4	-0.1	13%	28%[57.1 µM]	2	1	2%[57.1 µM]
Cn1c(N)c(C(=O)COC(=O)CSc2ccccc2)c(=O)n(C)c1=O	-3%	1%	-0.8	-0.9	-3%	6%	4	-9	-4%
O=C(Nc1ccc(Cl)c(S(=O)(=O)N2CCOCC2)c1)c1ccccn1	-1%	-3%	2.0	-0.9	-5%	-13%	4	2	-7%
C=CCN(c1cccc(C(F)(F)F)c1)S(=O)(=O)c1cccc(C(=O)OCC(=O)NC)c1	2%	-16%	0.6	-0.6	14%	10%	1	4	4%
O=C(N[C@H]1CCC(=O)N(CCSc2ccc(Br)cc2)CC1)OCc1ccccc1	13%	-22%	0.3	0.4	6%	22%[57.1 µM]	1	-1	9%[57.1 µM]
COc1ccc(NC(=O)c2ccco2)cc1NC(=O)c1cccnc1	-1%	0%	1.3	-0.2	3%	2%	-5	12	-2%
Cn1c(=O)n(C)c2cc(NC(=O)c3cc4ccccc4o3)ccc21	1%	?	-0.1	-1.0	1%	11%	-2	-5	6%
O=C(COc1ccccc1)N[C@@H]1c2ccccc2CC[C@@H]1O	-8%	-16%	.	.	-1%	10%	.	.	-3%

# The listing continues.
Compound	Pin1 inh	USP1 inh	D2 ag	TRHR ag	mIDH1 inhibitor	TrxR1 inh	TRHR PAM	D2 antagonist	TrxR1 substrate
O=C(O)CSCC(=O)Nc1ccccc1SCCS(=O)(=O)c1ccc(Cl)cc1	1%	-32%	.	0.4	-4%	8%	-5	.	7%
CC(/C=C/c1ccco1)=N\NC(=O)CNc1cccc(C)c1	2%	-10%	0.1	0.4	-2%	17%	3	-2	0%
O=C(CCS(=O)(=O)c1cccc2nsnc12)NC1CCCCC1	0%	-12%	-0.2	0.7	4%	-22%	-7	-5	-6%
CCCCN1C(=N)N([C@@H](CCC)CN2CCC[C@H]2CN2C(N)=NC[C@@H]2Cc2ccccc2)C[C@H]1Cc1ccccc1	0%	-4%	.	.	-4%	1%[57.1 µM]	.	.	3%
CCc1nnc(NC(=O)CSc2nnc(Cc3ccccc3)o2)s1	2%	19%	-0.3	0.1	1%	2%	-3	6	3%
COc1cccc(N(C(=O)c2sc(C)nc2C)C(C(=O)NCC2CCCO2)c2ccccc2)c1 (stereo unspecified)	-5%	-21%	0.1	-0.3	-3%	11%[57.1 µM]	2	8	5%[0.0914 µM]
COc1cc2[nH]c(=S)nc(NCc3cccnc3)c2cc1OC	-3%	-17%	-1.9	-0.8	-4%	-15%	13	-3	-9%
O=C(NC(=S)Nc1nc2c(s1)CCCC2)c1ccccc1	-4%	-7%	3.7	7.0	7%	5%	-4	35*	-2%
COc1ccc(CN2CCc3nc(SCC(=O)Nc4cc(C)cc(C)c4)[nH]c(=O)c3C2)cc1	8%	-8%	-0.4	-0.1	-3%	15%	2	.	5%
CSc1nc(C)cc(SCCO)n1	0%	-10%	0.9	0.1	3%	32%[57.1 µM]	5	10	7%[57.1 µM]
CC(C)N(Cc1nc(-c2ccc(Cl)cc2)no1)C(=O)c1cccs1	-1%	-6%	-0.4	0.0	1%	7%	8	-22	-9%
O=C1c2ccccc2S(=O)(=O)N1Cc1cccc(S(=O)(=O)N2CCOCC2)c1	1%	-12%	-0.4	0.5	0%	8%	1	9	4%
Cc1ccc(-c2nc(CCN3C(=O)c4ccccc4C3=O)cs2)cc1	-5%	-15%	0.7	0.3	7%	8%[57.1 µM]	-10	-6	1%[57.1 µM]
NC(=O)COc1ncn(-c2ccccc2)n1	6%	-3%	-0.3	0.2	-3%	11%	8	-4	4%
COCCN(C(=O)COC(=O)/C=C/c1ccc(C)o1)c1c(N)n(Cc2ccccc2)c(=O)[nH]c1=O	1%	-8%	-0.1	-0.5	2%	?	-5	-4	1%

# The listing continues.
Compound	Pin1 inh	USP1 inh	D2 ag	TRHR ag	mIDH1 inhibitor	TrxR1 inh	TRHR PAM	D2 antagonist	TrxR1 substrate
CC(=O)Nc1ccc(NC(=O)CSc2nnc(-c3ccc(NS(C)(=O)=O)cc3)n2C)cc1C	4%	-1%	-0.2	-0.1	6%	0%[57.1 µM]	-3	-3	-3%[57.1 µM]
Cc1cc2occ(CC(=O)N(C)CC(=O)Nc3cccc(F)c3)c2cc1C	-4%	2%	1.4	0.1	23%	-14%	5	-25	-13%
Fc1ccc(-c2ccc(Nc3cccc(F)c3)nn2)cc1	1%	-16%	.	0.7	6%	-14%	12	.	-5%
N#Cc1c2n(c(=S)n(-c3ccc(F)cc3)c1=O)CCCCC2	7%	-12%	-0.6	-0.4	6%	26%	-8	12	7%
CCOC(=O)C1(Cc2ccccc2C(F)(F)F)CCN(C(C)COC)CC1 (stereo unspecified)	-9%	1%	0.3	0.8	3%	24%	-4	-11	0%
O=C(/C=C/Nc1ccc(S(=O)(=O)Nc2cnc3ccccc3n2)cc1)c1ccccc1	61%[activator]	-21%	-0.6	-0.9	-8%	0%	0	-11	2%
COc1ccc(CNC(=O)C2CCCN(S(=O)(=O)c3ccc(F)cc3)C2)cc1 (stereo unspecified)	-1%	-16%	0.8	-0.2	6%	13%	-4	4	2%
N#Cc1c(-c2ccc(Cl)cc2)nc2n(c1=O)CCCS2	1%	-11%	0.8	0.9	-3%	0%	-5	4	4%
O=C(CCN1C(=O)COc2ccccc21)NCCCN1CCCC1	1%	-8%	0.3	1.3	-14%	-5%	15	11	-4%
CC1=CC(C)(C)NC(=S)N1c1ccc(N(C)C)cc1	5%	-24%	.	.	12%	6%[2.29 µM]	.	.	11%[57.1 µM]
CC(=O)NC1(c2ccccc2)CCN(CC(=O)N2CCC(C)CC2)CC1	-1%	2%	-0.1	0.5	0%	2%[57.1 µM]	4	18	2%[57.1 µM]
CCN(CCCNC(=O)c1ccc(N2CCCC2=O)cc1)c1cccc(C)c1	-3%	-18%	0.3	0.2	2%	13%	1	-11	2%
O=C(/C=C/c1ccccc1)N1CCCN(C(=O)/C=C/c2ccccc2)CC1	-4%	-21%	0.0	-1.1	6%	-6%	-10	-3	1%
Cc1cc(C)cc(Nc2nc3c(S(=O)(=O)c4cccc(Cl)c4)nnn3c3ccsc23)c1	-9%	0%	.	0.0	8%	16%	7	.	9%
O=C(/C=N/O)Nc1ccccc1C(=O)O	-2%	-2%	-1.1	-0.1	9%	4%	0	-17	0%

# Next entries.
Compound	Pin1 inh	USP1 inh	D2 ag	TRHR ag	mIDH1 inhibitor	TrxR1 inh	TRHR PAM	D2 antagonist	TrxR1 substrate
Cc1cccc(C(=O)N[C@H](C(=O)OCC(=O)NC(=O)c2cccn2C)C(C)C)c1	5%	-15%	-0.6	-0.7	12%	26%	-6	1	7%
CC(C)C[C@H]1CN=C(Nc2ccccc2)N1CCCC1CCCCC1	0%	-23%	3.2	2.2	-24%	21%	2	26	6%
Cc1cc(C(=O)N/N=C/c2cc(Cl)cc([N+](=O)[O-])c2O)c2ccccc2n1	-4%	-23%	-1.6	0.9	4%	?	6	0	-22%
CC(=O)Oc1ccc(/C=C2\N=C(C3CCCCC3)OC2=O)cc1	6%	-20%	0.4	0.6	3%	?	-8	8	-6%[57.1 µM]
CCN(c1cccc(C)c1)S(=O)(=O)c1ccc2[nH]cc(C(=O)NCCCOC)c(=O)c2c1	-4%	-20%	-0.3	0.3	-5%	4%[57.1 µM]	2	.	-6%[57.1 µM]
CC1Cc2ccccc2N1C(=O)CN(C)CC(=O)Nc1cccc(F)c1 (stereo unspecified)	0%	-20%	.	-0.2	-6%	6%	-4	.	-4%
Cc1cc(C(=O)Nc2cccc(O)c2)c(C)o1	1%	-15%	-1.8	0.0	1%	-16%[57.1 µM]	-5	1	5%[57.1 µM]
Cn1cnnc1SCC(=O)Nc1ccc(Cl)cn1	4%	-14%	0.3	0.8	7%	-1%[57.1 µM]	2	-6	-2%[57.1 µM]
Cc1ccc(C(=O)NNC(=O)c2ccc(S(=O)(=O)N(C)c3ccccc3)cc2)cc1	5%	-25%	0.1	0.7	-4%	7%	3	-5	-1%
CC(C)CCNC(=O)c1ccc(Cl)c(N)c1	.	.	0.6	0.3	.	.	1	-2	.
C(=N\n1cnnc1)/c1ccc(OCc2cccc3ccccc23)cc1	-7%	-7%	-0.5	-0.8	3%	-7%[57.1 µM]	-12	-1	1%[57.1 µM]
O=C1CSC(=S)N1c1ccc(F)c(Cl)c1	19%	-7%	3.0	0.5	-11%	-4%	-5	7	-9%
